Screening data as filed in PubChem BioAssay.
TNAP inh hi DEA – human TNAP enzyme inhibitors, primary screen, biochemical, luminescent, high phosphate acceptor level, uHTS; Alkaline phosphatase, tissue-nonspecific isozyme (Homo sapiens), P05186; purified TNAP, CDP-star luminescence, 1 M DEA; inhibition, % at 20 µM; 200,000 compounds, 0.03% hits;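 active means over 50% inhibition of tissue-nonspecific alkaline phosphatase at 20 µM in the single-dose screen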;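 further: plate controls were DMSO wells for no effect and EDTA-quenched wells as full inhibition for full effect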
Target sequence (P05186 whole entry, looked up): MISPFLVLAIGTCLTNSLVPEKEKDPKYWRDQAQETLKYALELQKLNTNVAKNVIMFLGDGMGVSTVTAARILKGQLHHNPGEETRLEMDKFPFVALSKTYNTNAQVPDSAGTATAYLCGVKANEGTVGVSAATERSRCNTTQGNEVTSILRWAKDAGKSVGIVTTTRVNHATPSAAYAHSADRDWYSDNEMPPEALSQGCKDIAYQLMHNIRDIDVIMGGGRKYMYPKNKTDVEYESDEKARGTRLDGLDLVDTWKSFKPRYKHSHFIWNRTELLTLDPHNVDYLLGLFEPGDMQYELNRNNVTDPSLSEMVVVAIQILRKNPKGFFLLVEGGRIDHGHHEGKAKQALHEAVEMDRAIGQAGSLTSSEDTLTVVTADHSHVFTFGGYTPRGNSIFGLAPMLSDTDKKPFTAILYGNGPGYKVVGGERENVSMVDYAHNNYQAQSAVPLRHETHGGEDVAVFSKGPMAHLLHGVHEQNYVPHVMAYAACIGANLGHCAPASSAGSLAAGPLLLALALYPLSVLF
L major viab – Leishmania major promastigote growth inhibition, primary screen; inhibition, % at 10 µM; 200,000 compounds, 9% hits; Leishmania major promastigotes, resazurin fluorescence viability; in the data active means inhibition above about 50%;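 further: promastigotes grown with compound for 44 hours at 28 °C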
bIAP activator – bovine intestinal alkaline phosphatase activators, primary screen, biochemical, bovine IAP, CDP-star luminescence | 200,000 compounds, 0.17% hits | purified bovine IAP, 30 min; active compounds read high; fold of DMSO-control signal, blank-subtracted | activation factor at 20 µM | AID 1016, 2008 | alkaline phosphatase, intestinal [Bos taurus];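 active means activation factor of 2 or more at 20 µM, a signal rise over negative controls twice the positive control's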
PMI act satM6P – human PMI activators, high substrate, primary screen, biochemical, fluorescence intensity, near-saturating mannose 6-phosphate | 190,000 compounds, 0.34% hits | AID 1216, 2008 | activation factor at 20 µM | Mannose-6-phosphate isomerase (Homo sapiens), P34949 | coupled PMI enzyme assay, resazurin fluorescence, 20 min; active compounds read high; 1 = untreated enzyme, 0 = substrate-free blank;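 active means activation factor of 2 or more at 20 µM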
Target sequence (P34949 whole entry, looked up): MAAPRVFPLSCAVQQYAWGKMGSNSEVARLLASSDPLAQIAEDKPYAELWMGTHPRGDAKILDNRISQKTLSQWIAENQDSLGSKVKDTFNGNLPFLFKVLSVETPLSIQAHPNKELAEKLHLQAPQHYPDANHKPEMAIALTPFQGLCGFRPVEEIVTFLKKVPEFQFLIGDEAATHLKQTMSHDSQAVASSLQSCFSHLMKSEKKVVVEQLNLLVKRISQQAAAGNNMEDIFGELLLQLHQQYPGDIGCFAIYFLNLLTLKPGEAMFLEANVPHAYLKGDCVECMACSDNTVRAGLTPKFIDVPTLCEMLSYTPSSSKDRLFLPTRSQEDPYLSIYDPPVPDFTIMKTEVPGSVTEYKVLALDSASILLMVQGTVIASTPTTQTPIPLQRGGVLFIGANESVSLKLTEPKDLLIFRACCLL
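Test system: human phosphomannose isomerase with PGI, G6PDH, diaphorase coupling enzymes; Amount: PMI at 15 ng/mL final; Reagent: Mannose-6-phosphate 1.0 mM (near-saturating) plus 0.22 mM NADP+; Timing: 20 min, room temperature; Technique: resorufin fluorescence at Ex 544/Em 590 nm; Dosing: 20 µM single dose.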
Diaphorase act – compounds boosting diaphorase resazurin reduction – biochemical, uHTS, resorufin fluorescence, counter-screen for diaphorase-coupled primary assays, primary screen | activation factor at 20 µM | 190,000 compounds, 0.005% hits | Diaphorase/resazurin coupled assay, 16 min; active compounds read high; 1 = vehicle wells, 0 = NADH-free wells;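 active means diaphorase activity raised at least twofold by the compound at 20 µM; inactive means activation factor below 2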
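Measured by – red resorufin fluorescence at 544/590 nm excitation/emission · Test system – Clostridium kluyveri diaphorase, purified enzyme · Incubation – reaction time 16 min, room temperature · Buffer or medium – 50 mM HEPES pH 7.4 with 4.542 mM MgCl2, 0.005% Tween 20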
Diaph inh CS – diaphorase inhibitors and chemical oxidizers, primary screen, counter-screen for diaphorase-coupled primary assays, biochemical, uHTS, resorufin fluorescence. diaphorase resazurin-to-resorufin fluorescence, NADH, 16 min; bacterial (C. kluyveri) enzyme, not human. 190,000 compounds, 0.69% hits. inhibition, % at 20 µM. AID 1217, 2008;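 active means primary screen inhibition at 20 µM above a set limit, cut at about 50% in these data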;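 further: plate controls were DMSO with full reaction for no effect and wells lacking NADH for full effect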
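System: Bacterial diaphorase enzyme (C. kluyveri) | Incubation: 16-min room-temperature incubation before reading | Benchmarks: No-NADH positive control and DMSO neutral control | Measured by: Resorufin fluorescence 544/590 nm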
PMI act – activators of human PMI, primary screen, biochemical, fluorescence intensity, near-Km mannose 6-phosphate. purified human PMI, coupled resazurin fluorescence, 20 min; active compounds read high; 1 = vehicle control, 0 substrate-free wells. activation factor at 20 µM. 190,000 compounds, 0.005% hits. AID 1214, 2008;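 active means activation factor of 2 or more at 20 µM, relative to plate controls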
TNAP inh noacc – human TNAP enzyme inhibitors, primary screen, biochemical, luminescent, no phosphate acceptor, uHTS; Alkaline phosphatase, tissue-nonspecific isozyme (Homo sapiens), P05186; purified TNAP, CDP-star luminescence, 30 min; inhibition, % at 20 µM; 200,000 compounds, 0.26% hits; AID 1012, 2008;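 active means tissue-nonspecific alkaline phosphatase inhibition above about 50% at 20 µM in the single-dose screen, limit read from the data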;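 further: 0% = DMSO negative control and 100% = EDTA positive control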
TNAP act hiacc – TNAP activators at high phosphate acceptor level, primary screen, biochemical, luminescence, uHTS | purified TNAP, CDP-star luminescence, 1 M DEA, 30 min; active compounds read high; 0 = EDTA background, 1 = DMSO-only activity | activation factor at 20 µM | 200,000 tested, under 10 active;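 active means activation factor at least 2 at 20 µM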
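Test system – human TNAP · Doses – 20 µM single point · Incubation – 30 min, room temperature · Signal – luminescent substrate turnover signal · Read-out basis – activation factor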
bIAP inh – bovine intestinal alkaline phosphatase inhibitors, primary screen, selectivity assay for TNAP inhibitor project, biochemical, bovine IAP, CDP-star luminescence. AID 1019, 2008. purified bovine IAP, 30 min. 190,000 tested, under 10 active. inhibition, % at 20 µM. alkaline phosphatase, intestinal [Bos taurus];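 active means over 50% inhibition of intestinal alkaline phosphatase at 20 µM in the single-dose screen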
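System: Purified bovine intestinal alkaline phosphatase (IAP) enzyme | Input: IAP diluted 1/65,000,000 in the well | Also added: CDP-star chemiluminescent phosphatase substrate, 30 µM final | Dosing: 20 µM single dose | Times: Enzyme reaction for 30 min at room temperature | Detection: Luminescence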
Starred values were filed as active, the others as inactive; . = not tested or not shown.

SMILES | TNAP inh hi DEA | L major viab | bIAP activator | PMI act satM6P | Diaphorase act | Diaph inh CS | PMI act | TNAP inh noacc | TNAP act hiacc | bIAP inh
CCCCn1c(=O)c(CCC(=O)OCC(=O)NCc2ccc(OC)c(OC)c2)nc2ccccc21 | -3.4 | -7.0 | 1.2 | 1 | 1 | -0.2 | 1.1 | -4.3 | 1 | -15.4
O=C(NN=C1CCCCCCCCCCC1)c1ccccc1F | -3.4 | 38.2 | 1 | 0.9 | 0.8 | 20.7 | 0.9 | -23.3 | 1 | -3.4
O=C(NC(=S)Nc1ccccc1O)c1ccc(Cl)cc1Cl | -2.1 | -2.0 | 0.5 | 0.8 | 0.9 | 9.0 | 0.9 | -13.8 | 1 | .
O=C(CSc1nnc(COc2ccc(Cl)cc2)o1)N1CCN(c2ccccc2)CC1 | -1.7 | -9.0 | 1 | 0.9 | 0.9 | 12.8 | 0.9 | -7.8 | 1 | -3.3
COC(=O)CSc1ncnc2c1cnn2-c1ccc(C)cc1C | -2.6 | 2.4 | 1.1 | 1 | 0.9 | 8.3 | 1 | -18.8 | 1 | -11.6
C/C(N)=C(/C#N)C(=O)CSc1nnc(Nc2cccc(C)c2C)s1 | -10.5 | 5.1 | 1 | 0.9 | 0.8 | 22.8 | 1 | -0.6 | 1.1 | -2.2
NS(=O)(=O)c1ccc(CCNC(=O)c2cc(-c3ccccn3)nc3ccc(Br)cc23)cc1 | -2.5 | 3.8 | 1 | 1.1 | 1.1 | -6.5 | 1.1 | -5.6 | 1 | 3.6
CCn1c2ccccc2c2cc(NC(=O)CNCC3CCCO3)ccc21 (stereo unspecified) | -6.0 | 0.1 | 1.2 | 0.8 | 0.7 | 25.9 | 0.9 | -13.2 | 1.1 | -19.2
COc1ccc(C2=NN3C(C2)c2ccccc2OC3c2cccs2)cc1 (stereo unspecified) | -1.0 | 1.8 | 1 | 1.4 | 1 | -1.8 | 1.4 | 1.3 | 1 | 0.0
CCOC(=O)Cc1nnc(NC(=O)c2cccc(OCC)c2)s1 | -3.6 | -3.2 | 0.9 | 1 | 0.9 | 10.6 | 1 | -10.7 | 1 | 7.0

Next section, starting with the last two of the part before.
SMILES | TNAP inh hi DEA | L major viab | bIAP activator | PMI act satM6P | Diaphorase act | Diaph inh CS | PMI act | TNAP inh noacc | TNAP act hiacc | bIAP inh
COc1ccc(C2=NN3C(C2)c2ccccc2OC3c2cccs2)cc1 (stereo unspecified) | -1.0 | 1.8 | 1 | 1.4 | 1 | -1.8 | 1.4 | 1.3 | 1 | 0.0
CCOC(=O)Cc1nnc(NC(=O)c2cccc(OCC)c2)s1 | -3.6 | -3.2 | 0.9 | 1 | 0.9 | 10.6 | 1 | -10.7 | 1 | 7.0
CC(C)(C)NC(=O)/C(=C\c1cccnc1)NC(=O)c1ccco1 | -6.9 | -3.9 | 1 | 1 | 1 | 0.9 | 1 | -12.2 | 1.1 | 0.0
CC(C)(C)C(=O)Nc1nnc(SCC(=O)NCc2cccs2)s1 | -5.0 | -0.4 | 1 | 1 | 0.8 | 19.3 | 1 | -8.3 | 1.1 | 2.4
CCn1cnc2scc(-c3ccc(C)c(C)c3)c2c1=O | 0.0 | -4.2 | 0.9 | 1 | 1 | 4.3 | 0.9 | -1.2 | 1 | 10.5
COC(=O)c1c(N2C(=O)Nc3ccccc3N2O)sc2c1CCCC2 | 0.7 | -9.0 | 1 | 1.1 | 0.9 | 6.6 | 1 | -4.3 | 1 | 0.1
COc1cccc(NC(=S)N(Cc2ccc(Cl)cc2)Cc2ccc(C(=O)O)cc2)c1 | -0.2 | -0.4 | 1 | 1.3 | 0.9 | 8.9 | 1.4 | -1.9 | 1 | -3.2
Cc1ccc2nc(N(CCCN(C)C)C(=O)c3ccc(Br)s3)sc2c1 | 0.4 | 32.0 | 1 | 1.2 | 1.2 | -17.2 | 1.2 | -0.5 | 1 | 3.2
CCOc1ccccc1NC(=O)N1CCC(C(=O)c2ccc(F)cc2)CC1 | -0.6 | 8.7 | 0.9 | 0.9 | 0.9 | 10.9 | 0.8 | -5.9 | 1 | 9.8
CCN(CC)C(=O)CSCC(=O)Nc1ccccc1 | -2.7 | -5.8 | 1 | 1 | 0.9 | 9.5 | 1 | -6.5 | 1 | 2.8
Cc1c(C(=O)NC(=S)Nc2ccc(N3CCOCC3)cc2)cccc1[N+](=O)[O-] | -4.2 | -3.3 | 0.9 | 1 | 0.8 | 20.0 | 1 | -8.0 | 1 | 9.1
COc1ccccc1NS(=O)(=O)c1cc(NC(=O)c2sccc2C)ccc1N1CCCC1 | -1.8 | 63.6* | 1 | 0.7 | 0.8 | 18.5 | 0.7 | -15.9 | 1 | 0.8
Nc1nonc1-c1noc(N2CCCCC2)n1 | -4.2 | -0.8 | 0.9 | 0.9 | 0.9 | 13.5 | 0.9 | -10.1 | 1 | 7.8
O=C(CSc1cccc[n+]1[O-])Nc1ccc(N2CCOCC2)cc1 | -4.1 | -3.9 | 1 | 1.1 | 0.9 | 7.3 | 1.3 | -7.7 | 1 | -1.7
CCCN(CCC)S(=O)(=O)c1cccc(C(=O)Nc2ccc3c(c2)OCO3)c1 | -8.2 | 14.9 | 0.8 | 0.8 | 0.8 | 21.2 | 0.8 | -0.3 | 1.1 | 24.1
O=C(c1ccc(Cl)c(S(=O)(=O)N2CCCCCC2)c1)N1CCN(CCO)CC1 | -4.4 | -2.8 | 1 | 1.1 | 0.9 | 13.3 | 1.1 | -3.9 | 1 | -4.5
O=C1c2ccccc2NC(c2ccccc2)N1NS(=O)(=O)c1ccccc1 (stereo unspecified) | -4.8 | 6.7 | 0.9 | 1 | 0.9 | 11.7 | 0.9 | -13.3 | 1 | 7.1
COc1ccc(C2CC(c3cccs3)=NN2C(=O)CSc2nncn2C)cc1OC (stereo unspecified) | 2.9 | -9.0 | 1.1 | 1.1 | 1.1 | -5.1 | 1.2 | -2.4 | 1 | -10.0
COC(=O)C1=CN(C)C=C(C(=O)OC)C1c1ccc(O)c(OC)c1 | 2.3 | -4.3 | 1 | 0.8 | 1 | -3.1 | 1 | -6.0 | 1 | -1.5
CCOC(=O)c1[nH]c2ccc(F)cc2c1NC(=O)CCN1CCOCC1 | 2.1 | 11.3 | 1 | 1 | 1 | 0.0 | 1 | -4.1 | 1 | 2.4
CCC(C)(C(=O)NC1CCCCC1)N(C(=O)Cc1cccs1)c1ccccc1 (stereo unspecified) | 0.8 | 17.8 | 0.5 | 1.1 | 0.9 | 7.2 | 1 | -13.1 | 1 | 45.2
CC(=O)c1c(C(C)=O)c(C)n(C2CCCCC2)c1C | 0.4 | -4.3 | 0.9 | 1 | 1 | 1.3 | 1 | -7.3 | 1 | 5.5

Complete entries as entered above. Order of screens: TNAP inh hi DEA, L major viab, bIAP activator, PMI act satM6P, Diaphorase act, Diaph inh CS, PMI act, TNAP inh noacc, TNAP act hiacc, bIAP inh
Record of CCOC(=O)c1[nH]c2ccc(F)cc2c1NC(=O)CCN1CCOCC1 : 2.1, 11.3, 1, 1, 1, 0.0, 1, -4.1, 1, 2.4
Record of COC(=O)C1=CN(C)C=C(C(=O)OC)C1c1ccc(O)c(OC)c1 : 2.3, -4.3, 1, 0.8, 1, -3.1, 1, -6.0, 1, -1.5

(continued)
SMILES | TNAP inh hi DEA | L major viab | bIAP activator | PMI act satM6P | Diaphorase act | Diaph inh CS | PMI act | TNAP inh noacc | TNAP act hiacc | bIAP inh
Cc1cc(SCC(=O)N/N=C/c2ccc(O)c(O)c2)c(C)cc1Br | 12.2 | 71.7* | 0.9 | 0.8 | 0.7 | 30.4 | 0.8 | 50.2* | 0.9 | 13.5
CC(C)(C)NC(=O)C(=O)NCc1ccccn1 | -2.6 | -0.6 | 1 | 0.9 | 0.9 | 6.1 | 1 | -3.8 | 1 | -1.5
COc1ccc(C2C3=C(CCCC3=O)Nc3nc(SCc4ccccc4)nn32)cc1OC (stereo unspecified) | -2.3 | 8.8 | 0.9 | 0.8 | 0.8 | 21.5 | 0.8 | -9.7 | 1 | 9.8
O=C(CN1N=C(c2ccc(Cl)cc2)CCC1=O)NCc1cccnc1 | -1.4 | 0.7 | 0.9 | 1.1 | 1 | 4.6 | 1 | -0.8 | 1 | 12.1
COC(=O)c1c(NC(=O)c2cccc([N+](=O)[O-])c2)sc(C(N)=O)c1C | 2.2 | 0.6 | 1 | 1 | 0.3 | 72.1* | 0.8 | -7.9 | 1 | -0.8
Cc1ccc(C(=O)C(C(=O)/C=C/c2ccccc2)=C2SCCCS2)cc1 | 4.4 | 100.1* | 0.9 | 1 | 0.9 | 8.4 | 1 | 1.3 | 1 | 13.2
CC/C(=N\Nc1ccccc1[N+](=O)[O-])c1ccc(O)cc1 | 27.6 | 3.1 | 1 | 1 | 0.9 | 9.8 | 1 | 22.5 | 0.7 | 3.9
CC(C)Cn1c(CCC(=O)O)ccc1-c1cccs1 | 0.9 | 95.5* | 1.1 | 0.8 | 0.9 | 6.3 | 0.9 | -5.7 | 1 | -11.8
CCCCOC(=S)NC(=O)c1sc2ccccc2c1Cl | -1.6 | -10.8 | 0.9 | 1 | 0.8 | 16.7 | 1.1 | 35.9 | 1 | 5.4
CCOC(=O)NC(=O)CSc1nc2ccc([N+](=O)[O-])cc2[nH]1 | -4.1 | -2.5 | 0.9 | 1.1 | 0.8 | 22.2 | 1 | 37.2 | 1 | 10.0
CCn1c(SCC(N)=O)nc2ccccc2c1=O | 1.1 | -3.6 | 0.9 | 1.1 | 1.1 | -6.9 | 1.1 | -7.1 | 1 | 9.3
Cc1nn(C(C)C(=O)NCC2CCCO2)c(C)c1[N+](=O)[O-] (stereo unspecified) | -1.3 | -7.0 | 1.1 | 1 | 1 | -1.1 | 1.1 | -8.4 | 1 | -8.6
COC(=O)C1C(=O)C2=C(CC1C)NC(C)=C(C(=O)OC1CCCCC1)C2c1ccc(N(C)C)cc1 (stereo unspecified) | -4.6 | 25.4 | 1 | 0.7 | 0.7 | 28.5 | 0.9 | -9.7 | 1 | 3.2
